Compound activity deposited in PubChem BioAssay by Sanford-Burnham Center for Chemical Genomics.
CXCR6 block = CXCR6 receptor inhibitors, primary screen, cell-based, beta-arrestin, luminescence, CHO-K1 PathHunter, 1536-well | C-X-C chemokine receptor type 6 (Homo sapiens), O00574 | inhibition, % at 20 µM | hit rate 0.36% among 360,000 | AID 602244, 2012; in the data active = inhibition above about 34%, passing the limit was not always enough;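 also: antagonist mode with CXCL16 agonist at 10 nM final; 0% = 10 nM CXCL16 with DMSO and 100% = unstimulated wells without agonist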
Target sequence (O00574 whole entry, looked up): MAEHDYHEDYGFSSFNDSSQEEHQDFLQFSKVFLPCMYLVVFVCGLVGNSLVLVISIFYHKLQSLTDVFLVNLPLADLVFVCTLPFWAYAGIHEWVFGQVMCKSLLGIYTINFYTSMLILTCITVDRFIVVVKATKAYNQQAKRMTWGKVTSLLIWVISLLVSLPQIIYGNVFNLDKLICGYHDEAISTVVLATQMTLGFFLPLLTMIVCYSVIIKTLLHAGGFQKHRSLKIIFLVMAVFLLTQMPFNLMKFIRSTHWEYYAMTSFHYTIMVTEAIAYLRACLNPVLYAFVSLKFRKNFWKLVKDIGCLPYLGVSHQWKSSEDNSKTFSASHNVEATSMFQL
CCR6 antag = CCR6 receptor antagonists, primary screen, cell-based, CHO-K1, luminescence, beta-arrestin, uHTS; inhibition, % at 20 µM; C-C chemokine receptor type 6 (Homo sapiens), P51684; hit rate 0.49% among 340,000; CHO-K1 CCR6 PathHunter beta-arrestin, CCL20-stimulated; AID 493098, 2011;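 active = compounds whose inhibition of the agonist-driven luminescence signal at 20 µM reaches about 50%, limit read from the data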;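 also: cells stimulated with CCL20 at 14 nM final; plate controls were DMSO with CCL20 for no effect and DMSO without agonist for full effect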
Target sequence (P51684 whole entry, looked up): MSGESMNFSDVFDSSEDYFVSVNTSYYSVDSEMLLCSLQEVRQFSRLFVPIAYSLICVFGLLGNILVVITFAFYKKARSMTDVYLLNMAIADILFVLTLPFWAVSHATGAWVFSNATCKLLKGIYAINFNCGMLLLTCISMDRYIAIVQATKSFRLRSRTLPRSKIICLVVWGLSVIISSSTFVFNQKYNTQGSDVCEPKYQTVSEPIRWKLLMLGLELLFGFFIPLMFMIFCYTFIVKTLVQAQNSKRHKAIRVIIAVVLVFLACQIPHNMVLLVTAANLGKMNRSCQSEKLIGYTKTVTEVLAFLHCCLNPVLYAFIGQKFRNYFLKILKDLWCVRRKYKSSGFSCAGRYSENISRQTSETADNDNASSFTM
EBI2 antag = EBI2 receptor antagonists, beta-arrestin recruitment, primary screen, cell-based, luminescence, 7a,25-OHC stimulation, uHTS; 7a,25-OHC stimulated; G-protein coupled receptor 183 (Homo sapiens), P32249; inhibition, % at 5 µM; hit rate 0.81% among 360,000; in the data active = inhibition above about 38%;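 also: enzyme fragment complementation signal reports receptor beta-arrestin coupling in cells; 0% = agonist plus DMSO wells and 100% = wells without agonist; some results beyond the cut were filed as inactive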
NR3A LBD binder = binders of NR3A ligand-binding domain, primary screen, biophysical, differential scanning fluorimetry, uHTS. Tm shift relative to glycine control, % at 25 µM. hit rate 2.5% among 340,000. AID 1259313, 2017. NR3A LBD differential scanning fluorimetry, Tm shift; 0% = protein alone, 100% = glycine-bound protein. Glutamate receptor ionotropic, NMDA 3A (GRIN3A) ligand-binding domain;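 active = melting temperature shift of at least 10% of the positive control shift, at one fixed dose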
A3G deaminase = APOBEC3G DNA deaminase inhibitors, primary screen, biochemical, fluorescence, single-stranded DNA substrate, uHTS; hit rate 0.28% among 330,000; recombinant A3G, ssDNA deamination FAM/TAMRA fluorescence; DNA dC->dU-editing enzyme APOBEC-3G (Homo sapiens), Q9HC16; inhibition, % at 20 µM; AID 493012, 2011;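 active = inhibition of at least 40% at 20 µM, with no more than 30% in the related APOBEC3A deaminase screen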;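 also: plate controls were DMSO wells with A3G for no effect and wells lacking A3G enzyme for full effect; some compounds called inactive have numbers as strong as hits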
Target sequence (Q9HC16 whole entry, looked up): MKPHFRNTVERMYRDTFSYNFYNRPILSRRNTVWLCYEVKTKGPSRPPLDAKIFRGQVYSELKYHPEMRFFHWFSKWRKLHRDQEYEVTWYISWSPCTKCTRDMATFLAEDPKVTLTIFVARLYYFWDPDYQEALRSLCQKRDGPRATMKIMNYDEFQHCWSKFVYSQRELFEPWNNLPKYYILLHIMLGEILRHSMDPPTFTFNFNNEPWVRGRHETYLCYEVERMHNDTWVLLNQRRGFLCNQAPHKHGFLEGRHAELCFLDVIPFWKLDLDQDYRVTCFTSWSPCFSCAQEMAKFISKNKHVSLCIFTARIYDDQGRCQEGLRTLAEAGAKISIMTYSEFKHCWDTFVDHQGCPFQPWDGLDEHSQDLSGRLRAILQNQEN
APOBEC3A inh = APOBEC3A ssDNA deaminase inhibitors, primary screen, selectivity assay for APOBEC3G inhibitor project, biochemical, FAM/TAMRA oligo cleavage fluorescence; recombinant A3A, FAM/TAMRA ssDNA deamination fluorescence; AID 493011, 2011; inhibition, % at 20 µM; DNA dC->dU-editing enzyme APOBEC-3A (Homo sapiens), P31941; hit rate 0.41% among 330,000;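 active = at least 40% inhibition at 20 µM here, with at most 30% in a related deaminase screen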;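 also: plate controls were A3A with DMSO for no effect and wells lacking A3A enzyme for full effect; some results filed as inactive read as strong as hits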
Gli-Sufu block = Gli-Sufu pathway antagonists, primary screen, luciferase luminescence, Sufu-KO-LIGHT cells, uHTS; Sufu-KO-LIGHT fibroblasts, Gli luciferase reporter luminescence; inhibition, % at 5 µM; hit rate 0.74% among 340,000;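 active = inhibition above about 55%, limit read from the data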;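 also: 0% = DMSO-treated cells and 100% = wells with medium but no cells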
MPTP block = mitochondrial permeability transition pore inhibitors, primary screen, biochemical, isolated mouse mitochondria, absorbance | Ca2+ swelling absorbance, 30 min | inhibition, % at 10 µM | hit rate 1.4% among 360,000 | AID 602449, 2012;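 active = inhibition of 50% or more, scaled per plate between neutral and stimulator controls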;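 also: 0% = DMSO wells given calcium and 100% = 1 mM EGTA wells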
An asterisk follows results filed as active; nt = no result given; & = joins results of further samples. Compounds as they come. Share with any hit: about 5.8%.

SMILES	CXCR6 block	CCR6 antag	EBI2 antag	NR3A LBD binder	A3G deaminase	APOBEC3A inh	Gli-Sufu block	MPTP block
COc1ccc(C)cc1NC(=O)c1ccc([N+](=O)[O-])cc1[N+](=O)[O-]	-14	-22	-20	0	-5	2	2	-0.7
COc1cc(NC(=O)c2csc(N)n2)cc(C(=O)Nc2cccc(C(F)(F)F)c2)c1	-6&-7	9	14&9	19*	1	0	9	-1.0&0.5
Cc1cccc(Cn2c(=O)c3c(nc4n3CCN4Cc3ccco3)n(C)c2=O)c1	-1	9	-15	0	-1	2	12	2.1
Cc1ccc(C)c(N2CCN(C(=O)CCc3nc(-c4cccc(Cl)c4)no3)CC2)c1	0	29	2	17*	3	0	-28	0.9
CCC(=O)NC(C)C(c1cccs1)N1CCOCC1 (stereo not given)	5	-11	-7	2	-5	-5	-7	-0.2
CCN(CC(=O)Nc1c(F)cccc1F)C(=O)CN(C)S(=O)(=O)c1ccc(F)cc1	-1	5	-7	1	-7	4	3	-2.0
CCOC(=O)CC1(NC(=O)c2cc(COc3c(F)cccc3F)on2)CCCCC1	-4	4	-10	0	-9	-6	-9	-1.3
Cc1cc(C)nc(SCc2ccc(C(=O)N/N=C3\CCCC(=O)C3)cc2)n1	-4	8	-13	-1	-4	1	19	-1.4
CC(C)c1cc(C(=O)Nc2cccnc2)no1	2	-6	8	-1	-2	1	-42	0.6
COc1ccc2c(c1)CC(C(=O)Nc1ccc(Cl)cc1)/C(=N/O)O2 (stereo not given)	-6	8	-11	1	-7	-3	4	0.0
O=C(c1cc(F)ccc1F)C1CCCN(C(=O)c2cccs2)C1 (stereo not given)	6	-1	-28	-1	-1	0	0	-0.9
COc1cc(C#Cc2c(C=O)n(C)c3ccccc23)cc(OC)c1	8	-2	-10	1	-7	-2	-4	0.5
Cc1nn2c(-c3ccccn3)ccnc2c1Br	-8	2	-1	2	-2	1	28	-0.1
COc1cc2c(cc1NC(=O)COC(=O)Cn1cnc3ccccc31)oc1ccccc12	-6	0	1	0	-2	1	16	0.4
Cc1ccsc1C(=O)OCC(=O)N1CC(=O)Nc2ccccc21	-8	-2	-4	-3	-4	0	-11	0.7
Cc1ccc(N2CCN(C(=O)Nc3cccc([N+](=O)[O-])c3)CC2C)cc1 (stereo not given)	-3	15	7	-3	-11	-2	24	13
C=CCc1c(O)c(CC)cc2c(C)cc(=O)oc12	-6	-2	-2	0	2	3	-27	4.2
CC1=NOC(=O)/C1=C/c1ccc(N(C)C)cc1	nt	31	nt	1	-6	-2	-2	nt
CCc1c(C)nc2ncnn2c1N1CCCC(C(=O)NCc2ccc3c(c2)OCO3)C1 (stereo not given)	7	1	-2	-1	3	3	0	-0.9
Cc1sc2nc(CN3CCCC3)nc(N3CCN(S(=O)(=O)c4ccccc4)CC3)c2c1C	10	6	6	-4	-2	-3	4	-1.5
CCC(=O)Nc1ccc(NC(=O)CSc2nc3cc4c(cc3cc2C)CCC4)cc1	2	14	9	0	-3	-4	2	4.2
CCN(CC)S(=O)(=O)c1ccc(N2CCCC2)c(NC(=O)c2ccc(OC)cc2OC)c1	-3	12	7	0	-1	1	0	-0.3
COc1ccc2oc(C(=O)OCC(=O)N(C)CC(=O)Nc3ccc(F)cc3)c(C)c2c1	7	15	0	-2	10	15	-6	-0.5
O=C(c1ccoc1)N1CCC2(CC1)Oc1ccc(Cl)cc1C(=O)C21CC(c2ccccc2)=NO1 (stereo not given)	12	5	3	1	-3	2	5	-1.1
C[C@H](NC(=O)c1nc[nH]c1C(=O)NCC(=O)OCc1ccccc1)c1ccccc1	-14	-3	-8	-20	-15	-1	-13	-0.2
SMILES	CXCR6 block	CCR6 antag	EBI2 antag	NR3A LBD binder	A3G deaminase	APOBEC3A inh	Gli-Sufu block	MPTP block
CSc1ccccc1NC(=O)c1cc(C(C)C)on1	5	9	3	3	-2	-1	-32	1.2
CC(C)N1CC=C2C(C#N)=C(N)C(C#N)(C#N)C(c3ccccc3)C2C1 (stereo not given)	8	9	22	-1	nt	nt	4	0.9
CC(C)(C)S(=O)(=O)c1cnc2c(S(=O)(=O)c3ccccc3)cnn2c1N	-10	10	-10	0	-1	1	-3	-3.9
COc1ccc(C2=NN(C(=O)c3ccccc3)C(c3ccc(OC)c(OC)c3)C2)c(O)c1 (stereo not given)	6	15	18	0	2	1	5	-0.2
c1ccc(N2CCN(C3CC4CCC3C4)CC2)cc1 (stereo not given)	0	-6	-4	2	-5	-5	8	0.7
COc1ccc(OC)c(/C=N/NC(=O)CCc2n[nH]c(=O)[nH]c2=O)c1	-2	18	4	0	-3	1	-6	-0.9
COc1ccc(C(=O)C=CNNC(=O)c2ccc(Cl)cc2)cc1	9	29	4	4	0	4	1	-0.1
COc1ccc(C(=O)c2c(C)c(CCC#N)n3ccccc23)c(OC)c1	0	9	1	-4	-5	-6	-3	0.2
CCc1cccc2c(C=C(C#N)C#N)cn(CC(=O)N3CCCCCC3)c12	17	5	3	-1	7	2	6	3.5
Cc1ccc(S(=O)(=O)N(C)C)cc1NS(=O)(=O)c1ccc(Cl)s1	-2	13	-9	3	-1	1	7	1.2
S=C(NCc1cccs1)Nc1cccc2ccccc12	-6	3	4	1	-9	-3	0	-0.5
CC(NC(=O)c1ccc(S(=O)(=O)C(F)F)cc1)c1ccccc1 (stereo not given)	-4	3	-5	0	-10	3	-2	7.4
CN1CCN(C(=O)c2cn(-c3ccccc3)nc2-c2cccnc2)CC1	2	10	1	0	8	-3	-14	-6.2
COC(=O)c1ccccc1COn1c(=O)c(C)[n+]([O-])c2ccccc21	-4	2	2	-2	-9	-2	5	-2.0
Cc1cc(NC(=O)c2cccs2)ncc1NC(=O)c1cccc(F)c1	-12	13	4	-19	-8	0	-26	-0.6
COc1cccc(NC(=O)CSc2ccc3nnc(-c4cccnc4)n3n2)c1	3	0	-4	0	5	-2	3	0.3
Cc1ccccc1CNC(=O)c1ccccc1C	7	4	-3	-1	-2	-1	1	1.2
O=C(NNC(=O)c1ccc(SCC2CCCO2)c([N+](=O)[O-])c1)c1ccc(F)cc1 (stereo not given)	12	17	-7	0	-7	-3	8	-0.4
Cc1cccc(NC(=O)c2nc[nH]c2C(=O)N[C@@H](C)C(=O)OCc2ccccc2)c1	3	9	-12	-2	16	3	16	-0.7
Cc1cccc(-n2c(-c3csc(C)c3C)n[nH]c2=S)c1	1	-3	-5	-2	15	4	-3	0.5
O=C(CCCc1c[nH]c2ccccc12)N1CCN(S(=O)(=O)c2cccs2)CC1	-3	-14	41	-2	-4	-4	8	5.8
COc1ccc2cc(CCNC(=O)c3ccc(Br)o3)c(=O)[nH]c2c1	-1	7	4	-1	-11	0	-12	-0.4
COc1ccccc1C(=O)C1CCCN(Cc2cccc(OCCO)c2)C1 (stereo not given)	-7	5	5	3	-6	-4	12	-0.4
Cc1cc(Br)c(OCc2ccc(C(=O)N/N=C/c3ccc[nH]3)cc2)c(Br)c1	-17	-6	25	4	3	2	83*	3.7
CCOc1ccc(Br)cc1S(=O)(=O)NCc1ccc(S(N)(=O)=O)cc1	11	-3	3	-1	-8	0	5	-2.9

Complete entries from above.
Results for O=C(CCCc1c[nH]c2ccccc12)N1CCN(S(=O)(=O)c2cccs2)CC1 = CXCR6 block: -3; CCR6 antag: -14; EBI2 antag: 41; NR3A LBD binder: -2; A3G deaminase: -4; APOBEC3A inh: -4; Gli-Sufu block: 8; MPTP block: 5.8
Results for O=C(NNC(=O)c1ccc(SCC2CCCO2)c([N+](=O)[O-])c1)c1ccc(F)cc1 (stereo not given) = CXCR6 block: 12; CCR6 antag: 17; EBI2 antag: -7; NR3A LBD binder: 0; A3G deaminase: -7; APOBEC3A inh: -3; Gli-Sufu block: 8; MPTP block: -0.4

Following part
SMILES	CXCR6 block	CCR6 antag	EBI2 antag	NR3A LBD binder	A3G deaminase	APOBEC3A inh	Gli-Sufu block	MPTP block
Cc1cc2nc3c(=O)[nH]c(=S)[nH]c3nc2cc1NC(=O)C(F)(F)F	0	-3	1	5	-10	-6	5	-0.9
CCOC(=O)c1ccccc1NC(=O)CN1C(=O)CCS(=O)(=O)c2ccccc21	-10	-5	-4	0	nt	nt	5	-7.1
Cc1ccccc1OC(=O)n1c(=S)oc2cc(Cl)ccc21	-3	10	-6	2	nt	nt	16	6.6
CCCCCn1nc(C(=O)N(CC)c2c(N)n(CCCC)c(=O)[nH]c2=O)c2ccccc2c1=O	1	-7	7	4	-4	0	7	-1.1
CC(C)OCC(O)Cn1c(N2CCCC2)nc2c1c(=O)[nH]c(=O)n2C (stereo not given)	-10	3	-7	-1	-9	-6	-12	0.8
CC(C)CS(=O)(=O)C1=NSC2=NC(=O)/C(=C\c3ccc(OC(=O)c4ccco4)cc3)C(=N)N21	4	7	8	5	-4	-2	7	0.3
COCCCNC(=O)c1c[nH]c2ccc(S(=O)(=O)N3CCC4(CC3)OCCO4)cc2c1=O	-11	9	-4	0	-6	0	0	-0.8
O=C(O)c1[nH]c2ccccc2c1C(c1cc(Cl)cc([N+](=O)[O-])c1O)c1c(C(=O)O)[nH]c2ccccc12	16	32	-6	3	-1	1	6	-0.6
COc1cccc(CNC(=O)c2ccc(CS(=O)(=O)Cc3ccccc3C)o2)c1	-2	19	-1	-2	1	3	48	-0.3
O=C(NN=Cc1ccc(F)cc1)C1CC1	9	9	-9	1	nt	nt	0	-0.4
COc1cc2c(cc1OC)-c1cc(Nc3ccccc3)nc(=O)n1CC2	3	-8	3	2	5	-7	1	0.4
Cc1ccccc1OCC(=O)OCC(=O)NCc1ccco1	1	5	2	0	-11	-1	-8	0.5
CN1CCCC(OC(=O)c2ccc(C(C)(C)C)cc2)C1 (stereo not given)	9	13	3	1	1	-2	12	-1.0
COc1ccc(Nc2nc(C)nc3sc4c(c23)CCC4)cc1O	-2	0	2	-1	3	4	0	-0.3
O=C(CCCCn1c(=O)[nH]c2ccsc2c1=O)NCC1CCCO1 (stereo not given)	-2	-11	4	1	2	4	0	-1.7
CCN(CC(=O)Nc1ccc(NC(C)=O)cc1)C(=O)C(c1ccccc1)c1ccccc1	2	13	2	-2	-3	3	5	-1.6
Cn1c(=O)c2c(nc(N3CCN(c4ccccn4)CC3)n2Cc2ccc(Cl)cc2Cl)n(C)c1=O	5	13	0	0	7	-2	28	-1.2
C#CC[N+](C)(C)CC#Cc1ccccc1	-4	-11	-12	-2	2	1	6	0.1
O=C(c1cc(Br)ccc1OC(F)F)N1CCN2CCCC2C1 (stereo not given)	-7	-4	-12	-2	-5	1	2	-1.7
OCCNC(=S)NCc1ccccc1	2	6	-9	2	-5	0	3	0.8
CN(c1nc2ccccc2nc1Cl)S(=O)(=O)c1ccccc1	3	2	-3	-1	-9	-1	-26	-0.7
CCOC(=O)c1c(NC(=O)CNCCOC)sc2c1CCCC2	4	3	-5	3	0	2	0	-0.9
C[C@H](NC(=O)c1nc[nH]c1C(=O)N[C@H](C)c1ccccc1)C(=O)OCc1ccccc1	14	1	2	-15	-7	-1	7	-1.3
CCOc1cc(N2CCOCC2)c(OCC)cc1NC(=O)COC(=O)CCOc1cc(C)ccc1C	-2	12	7	4	-7	-5	-4	0.3
COc1ccc(NC(=O)CS(=O)CC(=O)Nc2cc(Cl)ccc2OC)cc1 (stereo not given)	-2	-16	-1	1	-2	3	3	0.3
